T cell modulator: T cell immune modulation candidate; calls only at 7 µM; 0.068% of 330,000 active; AID 2052; 2C CD8+ T cell-vesicle binding, flow cytometry; stronger effect = lower value;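 active = response, share of CD8 T cells binding vesicles, and their 90th percentile fluorescence all below set limits, cut at about 80% in these data, passing the limit was not always enough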
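Also added: QL9-peptide-loaded Drosophila micro-vesicles bearing Ld, ICAM-1 and B7-1; Test system: purified 2C TCR transgenic mouse naive CD8+ T cells; Measured by: cytometric PE anti-B7-1 and Alexa647 anti-CD8 signals after 1% paraformaldehyde fixation; Timing: binding step 1.5 h, 37 °C, antibody labelling 20 min, ice.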
Autophagy HCS: modulators of autophagy | MEF GFP-LC3 puncta imaging; test concentration mostly 10 µM | calls only at 10 µM (by protocol) | 0.98% of 190,000 active | AID 463193;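 active = percentage of spot-positive cells more than 3 SD above its plate mean, without a fluorescence outlier flag or 80% toxicity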;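 note: spot-positive cell cutoff set from DMSO-treated cells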
human PMI inhibition: inhibitors of human PMI, primary screen, biochemical, fluorescence intensity, coupled assay (AID 1209); purified PMI enzyme, coupled fluorescence intensity; higher % means a stronger effect; inhibition, % at 20 µM; hits with a dose series show IC50 in µM; 0.42% of 190,000 active;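 note: plate controls were DMSO vehicle for no effect and wells lacking substrate for full effect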
PMI inhibition: human PMI inhibitors, high substrate, primary screen, biochemical, fluorescence intensity, high mannose 6-phosphate (AID 1220). recombinant PMI enzyme, coupled fluorescence intensity; higher % means a stronger effect. inhibition, % at 20 µM, or IC50 in µM where a hit was titrated. 0.66% of 190,000 active
Hep lipid drop: modulators of hepatic lipid droplet formation. 0.4% of 240,000 active. AML12 mouse hepatocytes, oleate lipid droplets, BODIPY imaging. inhibition, % at 6.5 µM;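 active = lipid droplet intensity inhibited by at least 50%, with more than 500 cells counted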
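Assay system: AML12 hepatocytes (mouse) / Also added: 100 µM oleic acid challenge / Times: overnight treatment with compound plus oleate / Detection: high-content imaging of BODIPY-stained droplets and DAPI nuclei / Evaluation: % inhibition of lipid droplet signal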
Ins promoter up: MIN6 insulin promoter up-regulation | MIN6 insulin promoter-GFP reporter, high-content imaging; stronger effect = higher value | z-score at 5 µM | 0.3% of 190,000 active | AID 1625;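 active = z-score above 3 at 5 µM with at least 500 cells counted in the well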
b-catenin transl: modulators of beta-catenin nuclear translocation. HeLa beta-catenin nuclear translocation, immunofluorescence imaging. nuclear translocation activity, % at 5 µM. 0.3% of 190,000 active. AID 1665;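 active = nuclear translocation activity above 50% at 5 µM, with a well cell count of 50 or more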;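 note: per-cell ratio of nuclear to cytoplasmic median beta-catenin stain intensity; plate controls were DMSO negative control for no effect and GSK-3 inhibitor IX positive control for full effect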
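Test system: human HeLa cells, endogenous beta-catenin. Times: 24 h compound exposure, 37°C. Measured by: beta-catenin immunofluorescence imaging with DAPI.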
TNAP activators: human TNAP enzyme activators, primary screen, biochemical, luminescent, no phosphate acceptor, uHTS (AID 1001); purified TNAP, luminescent activation assay, no phosphate acceptor; higher activation fold means a stronger effect; 0.03% of 200,000 active; activation fold at 20 µM; hits with a dose series show EC50 in µM; in the data active = activation fold from about 3, or a potency from the dose series; inactive = the rest, 99 in 100 with activation fold below about 1.6; note: many of its hits are not listed in these tables
MT stabilizer: microtubule stabilizers in HeLa cells. HeLa tubulin immunostaining HCS, 24 h; share of cells brighter than vehicle mean+2SD. % tubulin-high responders, % at 10 µM. 0.83% of 200,000 active;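 active = plate Z-score above 3 for both tubulin-high and condensed-nucleus cell shares, with cell loss under 80%, at 10 µM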;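 note: anti alpha tubulin signal scored within the nucleus-defined area of each cell; some results filed as inactive read as strong as hits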
Ins promoter up cell count: recorded beside Ins promoter up, whose call it bears; cell count; measured here: cytotoxicity, nuclei count;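 total cells summed across four imaged fields per well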
Hep lipid drop cells 6.5 µM: further read-out of Hep lipid drop, marked with its call; cell count; measured here: cell count, cytotoxicity flag;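 cells counted across two imaged fields per well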
b-catenin transl cell count 5 µM: recorded beside b-catenin transl, whose call it bears; cell count; measured here: cell count, cytotoxicity flag
T cell modulator vesicle-bound %: further read-out of T cell modulator, marked with its call; double positive events, %; measured here: CD8+ vesicle-bound cell fraction;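 binding gate set so that unloaded-vesicle control wells show 10% double positive cells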
MT stabilizer Hoechst-high %: second read-out of MT stabilizer, no call of its own (marks repeat the call); % Hoechst-high responders; measured here: nuclear condensation Hoechst responders;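 share of cells brighter than vehicle mean plus two SD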
MT stabilizer cytotoxicity %: second read-out of MT stabilizer, no call of its own (marks repeat the call); toxicity, %; measured here: cytotoxicity by cell density;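 0% = mean cell density of plate MIN control wells and 100% = no cells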
Autophagy HCS cell loss 18 h: recorded beside Autophagy HCS, whose call it bears; toxicity, %; measured here: cell loss, nuclei count;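 cell loss after 18 h compound exposure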
* hit, by the source's call; i = inactive; . = no result given; + = active, no number. Cut-off read from the data, not from the text of the source, unless noted: active = inhibition above about 50%; inactive = the rest.

SMILES | T cell modulator | T cell modulator vesicle-bound % | Autophagy HCS | Autophagy HCS cell loss 18 h | human PMI inhibition | PMI inhibition | Hep lipid drop | Hep lipid drop cells 6.5 µM | Ins promoter up | Ins promoter up cell count | b-catenin transl | b-catenin transl cell count 5 µM | TNAP activators | MT stabilizer | MT stabilizer Hoechst-high % | MT stabilizer cytotoxicity %
Cc1nnc(SCCC(C)C)[nH]c1=O | i | 25 | i | 7 | -10% | -3% | . | . | -0.05 | 1521 | -3.2 | 970 | 1 | 3.6 | 1.5 | 6.9
CC(C)Cn1c(N)c(C(=O)CSc2nc3ccccc3c(=O)n2CCCN2CCOCC2)c(=O)n(C)c1=O | i | 56 | + | 0.9* | -3% | -1% | 17 | 687 | -1.2 | 1319 | -1.0 | 1134 | 1 | 2.9 | 2.8 | 6.7
Cc1c(NC(=O)CSC2=C(C#N)C(c3ccccc3F)CC(=O)N2)c(=O)n(-c2ccccc2)n1C (stereo not given) | i | 30 | i | -1 | 4% | -1% | 0 | 721 | -0.19 | 946 | -3.6 | 1124 | 1.1 | 4.7 | 2.9 | 3.2
CCCCOC(=O)c1sc2nc(N3CCOCC3)c3c(c2c1N)CC(C)(C)OC3 | i | 24 | . | . | . | . | 9 | 700 | -0.41 | 994 | -1.5 | 1260 | . | . | . | .
Cc1cc(NC(=O)CSc2nc3ccccc3n2CC(C)C)no1 | i | 9 | i | 12 | 7% | 9% | -1 | 773 | -0.31 | 1233 | 2.4 | 1025 | 1.1 | 3.9 | 2.3 | 4.8
O=C(COC(=O)[C@H](Cc1ccccc1)NC(=O)c1ccco1)NCc1ccccc1 | i | 40 | i | -8 | 12% | 7% | -5 | 769 | . | . | -3.4 | 1225 | 1.1 | 1.9 | 1.0 | 6.8
Nc1nnc(CC(=O)N/N=C/c2ccc(-c3ccccc3Cl)o2)s1 | i | 64 | i | 9 | 6% | 1% | 19 | 676 | -0.16 | 1422 | 0.6 | 1053 | 1 | 4.1 | 2.2 | 1.5
CCOC(=O)Cn1nnnc1C(CC)N(Cc1ccccc1)Cc1cc2cc(C)ccc2[nH]c1=O (stereo not given) | i | 52 | i | -2 | 14% | 14% | 0 | 710 | -1.8 | 995 | -0.9 | 1189 | 1.1 | 1.9 | 1.0 | 4.9
Cn1cccc2[nH]c(=O)nc1-2 | i | 24 | . | . | . | . | 10 | 715 | -0.16 | 1439 | -3.1 | 1198 | . | . | . | .
O=C(c1ccccc1Sc1ccc([N+](=O)[O-])cc1Cl)N1CCOCC1 | i | 58 | i | -4 | -68% | -106% | -8 | 671 | -0.21 | 1664 | 5.0 | 882 | 1 | 4.1 | 1.9 | 4.0
Cc1cc2ncn(C(=O)c3c(-c4ccccc4)noc3C)c2cc1C | i | 60 | i | 4 | 10% | 10% | -1 | 781 | -0.28 | 1422 | . | . | 1.1 | 3.5 | 1.8 | 3.5
COc1ccc2occ(C(=O)c3ccccc3)c2c1 | i | 28 | i | -16 | -5% | 1% | -24 | 691 | 0.9 | 1375 | -4.1 | 1008 | 1 | 6.2 | 3.7 | 9.3
Cc1ccc(C2CN=NC23CCc2ccccc2C3=O)cc1 (stereo not given) | i | 35 | i | 4 | 0% | -2% | 3 | 819 | 0 | 705 | . | . | 1.1 | 1.6 | 1.2 | 2.1
COc1cc(CC(=O)NCCc2ccc(OCc3ccccc3)cc2)c([N+](=O)[O-])cc1OC | i | 41 | i | 16 | 1% | -4% | 37 | 782 | 0.31 | 824 | 1.2 | 1104 | 1 | 2.1 | 1.7 | 4.2
Cc1cccc(NC(=O)CC2Nc3cccc4cccc(c34)NC2=O)c1 (stereo not given) | i | 37 | i | -5 | 29% | 9% | . | . | 0.07 | 1337 | -1.1 | 1352 | 1.1 | 1.5 | 0.6 | 10
Cc1ccc(C)c(NS(=O)(=O)c2cc(C(=O)N3CCCC3)ccc2Cl)c1 | i | 62 | i | 6 | 11% | 10% | 1 | 651 | -0.37 | 1570 | -0.6 | 999 | 1 | 3.6 | 2.5 | 5.8
COc1cccc(-c2nc3n(n2)C(c2cccs2)C(C(=O)Nc2cccnc2)=C(C)N3)c1 (stereo not given) | i | 50 | i | -1 | -1% | 4% | -4 | 643 | 0 | 1623 | -2.8 | 1112 | 1 | 6.2 | 2.2 | 0.7
Cc1nn(-c2ccccn2)c2c1-c1nc(N3CCOCC3)ncc1CC2 | i | 29 | i | 5 | 33% | 58%* | . | . | -0.73 | 813 | -0.1 | 784 | 1.1 | 3.0 | 1.7 | 1.0
Cc1cccc(NC(=O)Nc2nnc(-c3ccccc3)o2)c1 | i | 55 | i | 4 | 2% | 6% | 19 | 620 | 0.63 | 1271 | 0.9 | 1032 | 1.2 | 2.7 | 2.5 | 0.9
CS(=O)(=O)N1CCN(C(=O)Cc2ccccc2Cl)CC1 | i | 47 | i | 13 | 3% | 4% | 5 | 681 | 0.1 | 1607 | -2.6 | 1093 | 1.2 | 1.5 | 2.0 | 3.5
COCCNC(=S)N/N=C(\C)c1ccccc1F | i | 21 | i | -1 | -12% | -13% | -6 | 633 | 0.1 | 1198 | -3.4 | 1070 | 1 | 4.5 | 3.9 | 8.2
CC(=O)C1=C(C)NC(SCC(N)=O)=C(C#N)C1C (stereo not given) | i | 59 | i | 2 | -14% | -50% | 1 | 762 | -1.4 | 983 | -1.0 | 1167 | 1.2 | 3.1 | 2.1 | 2.4
Cn1c(=O)c2c(nc(Oc3ccc4ccccc4c3)n2C)n(C)c1=O | i | 16 | i | -1 | 3% | 2% | 2 | 815 | . | . | 7.9 | 793 | 1.1 | 1.6 | 1.0 | 3.3
COc1ccc(OC)c(C2=Nn3c(nnc3-c3cccc(OC(C)C)c3)SC2)c1 | i | 38 | i | 8 | 4% | 4% | . | . | -0.42 | 1183 | -1.2 | 1005 | 0.8 | 1.5 | 1.3 | 2.8
OCCCc1nc2n(n1)C(c1ccccc1)C=C(c1ccc(F)cc1)N2 (stereo not given) | i | 14 | i | 0 | -25% | -22% | 25 | 723 | -1 | 1060 | -0.1 | 1038 | 0.9 | 2.6 | 1.7 | 4.1
Next section
SMILES | T cell modulator | T cell modulator vesicle-bound % | Autophagy HCS | Autophagy HCS cell loss 18 h | human PMI inhibition | PMI inhibition | Hep lipid drop | Hep lipid drop cells 6.5 µM | Ins promoter up | Ins promoter up cell count | b-catenin transl | b-catenin transl cell count 5 µM | TNAP activators | MT stabilizer | MT stabilizer Hoechst-high % | MT stabilizer cytotoxicity %
CCc1nnc(NS(=O)(=O)c2ccc(NC(=O)c3ccco3)cc2)s1 | i | 63 | i | 25 | -19% | -3% | 0 | 719 | . | . | 0.3 | 1096 | 1.1 | 3.4 | 1.9 | 5.3
O=C(NCC1CCCO1)c1ccc(COc2ccc(F)cc2)o1 (stereo not given) | i | 43 | i | 1 | 7% | -1% | -6 | 704 | 1 | 1207 | 1.4 | 952 | 1.1 | 2.5 | 2.5 | 18
CN(CC(=O)Nc1ccccc1C(=O)N1CCCC1)S(=O)(=O)c1ccc(Cl)cc1 | i | 48 | i | -4 | -3% | -3% | 16 | 812 | . | . | . | . | 1.2 | 1.5 | 0.8 | 6.2
COc1ccc(S(=O)(=O)N(CC(=O)N/N=C/c2cccs2)c2ccc(C)cc2)cc1OC | i | 52 | i | 34 | 29% | 22% | -2 | 731 | -0.04 | 1317 | 1.2 | 1100 | 1.1 | 2.0 | 0.8 | 6.6
O=C(O)C1C2C=CC(C2)C1C(=O)NCc1ccccn1 (stereo not given) | i | 49 | i | 11 | 5% | 6% | . | . | 0.22 | 1281 | 0.3 | 1174 | 1.1 | 1.4 | 2.1 | 8.8
COC(=O)CSc1nc2c(c(=O)n(C)c(=O)n2C)n1CCC(C)C | i | 8 | . | . | 8% | 8% | -16 | 693 | 1.5 | 2053 | 1.8 | 1070 | 1 | . | . | .
CCN(C(=O)c1cccs1)c1nnc(-c2ccncc2)s1 | i | 55 | i | 1 | 4% | -4% | 5 | 740 | -0.49 | 1376 | -0.6 | 1090 | 1.1 | 1.9 | 0.2 | 14
CC(=O)c1c(O)c(C)c(-c2ccccc2)n(-c2ccccc2)c1=O | i | 38 | i | -26 | 2% | 7% | . | . | -0.37 | 1520 | -0.6 | 1413 | 1.1 | 1.5 | 1.5 | 6.8
O=C(Nc1ccccc1)c1ccc(NCCN2C(=O)CCC2=O)c([N+](=O)[O-])c1 | i | 23 | i | 16 | 16% | 12% | 11 | 716 | 0.33 | 1475 | -0.3 | 1582 | 1 | 2.2 | 1.0 | 7.6

Molecules above that have an aryl methoxy group (5):
SMILES | T cell modulator | T cell modulator vesicle-bound % | Autophagy HCS | Autophagy HCS cell loss 18 h | human PMI inhibition | PMI inhibition | Hep lipid drop | Hep lipid drop cells 6.5 µM | Ins promoter up | Ins promoter up cell count | b-catenin transl | b-catenin transl cell count 5 µM | TNAP activators | MT stabilizer | MT stabilizer Hoechst-high % | MT stabilizer cytotoxicity %
COc1ccc2occ(C(=O)c3ccccc3)c2c1 | i | 28 | i | -16 | -5% | 1% | -24 | 691 | 0.9 | 1375 | -4.1 | 1008 | 1 | 6.2 | 3.7 | 9.3
COc1cc(CC(=O)NCCc2ccc(OCc3ccccc3)cc2)c([N+](=O)[O-])cc1OC | i | 41 | i | 16 | 1% | -4% | 37 | 782 | 0.31 | 824 | 1.2 | 1104 | 1 | 2.1 | 1.7 | 4.2
COc1cccc(-c2nc3n(n2)C(c2cccs2)C(C(=O)Nc2cccnc2)=C(C)N3)c1 (stereo not given) | i | 50 | i | -1 | -1% | 4% | -4 | 643 | 0 | 1623 | -2.8 | 1112 | 1 | 6.2 | 2.2 | 0.7
COc1ccc(OC)c(C2=Nn3c(nnc3-c3cccc(OC(C)C)c3)SC2)c1 | i | 38 | i | 8 | 4% | 4% | . | . | -0.42 | 1183 | -1.2 | 1005 | 0.8 | 1.5 | 1.3 | 2.8
COc1ccc(S(=O)(=O)N(CC(=O)N/N=C/c2cccs2)c2ccc(C)cc2)cc1OC | i | 52 | i | 34 | 29% | 22% | -2 | 731 | -0.04 | 1317 | 1.2 | 1100 | 1.1 | 2.0 | 0.8 | 6.6
